PERK inh – human PERK inhibition, primary cell-based screen; Q9NZJ5; CHO PERK-DD fusion, SEAP luminescence translation reporter; inhibition, % at 5.6 µM; 220,000 compounds, 0.17% hits;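 active = inhibition above the mean inhibition of all tested compounds plus 3 SD, set separately per screening campaign, cut at about 2.9% in these data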;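 also: PERK kinase domain activated by AP20187 dimerizer at 100 nM; 0% = DMSO with dimerizer and 100% = rapamycin at 8.4 µM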
Mdm2 ligase inh – Mdm2 E3 ligase (human) inhibition; Q00987; cell-based MDM2 ubiquitination luciferase reporter, 2 h; 0 = plate control, 100 = twice control, blank-subtracted; signal enhancement, % at 5 µM; 210,000 compounds, 0.11% hits;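 active = signal enhancement of 30% or more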;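 also: luminescence tracks abundance of the self-degrading MDM2-luciferase fusion protein; higher signal means inhibition of MDM2 E3 ligase activity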
Target sequence (Q00987 whole entry, looked up, the tested form may be a part): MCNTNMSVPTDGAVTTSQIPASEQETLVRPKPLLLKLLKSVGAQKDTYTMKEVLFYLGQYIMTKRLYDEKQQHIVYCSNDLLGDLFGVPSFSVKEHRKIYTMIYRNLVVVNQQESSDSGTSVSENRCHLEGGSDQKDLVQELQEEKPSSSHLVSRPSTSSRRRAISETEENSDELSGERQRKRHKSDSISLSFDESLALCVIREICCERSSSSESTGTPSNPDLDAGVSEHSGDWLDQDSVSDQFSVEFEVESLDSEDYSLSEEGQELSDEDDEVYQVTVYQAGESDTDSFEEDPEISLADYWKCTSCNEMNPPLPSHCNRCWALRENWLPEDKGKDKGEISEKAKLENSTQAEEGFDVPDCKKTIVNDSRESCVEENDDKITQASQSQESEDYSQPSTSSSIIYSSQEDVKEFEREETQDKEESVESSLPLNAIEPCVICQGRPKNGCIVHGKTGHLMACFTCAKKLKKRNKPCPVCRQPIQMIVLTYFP
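Test system: stable mammalian line carrying autodegrading MDM2–luciferase fusion reporter; quantity: 2000 cells in each well; times: 4 h cell settling then 2 h compound exposure, 37 °C; detection: luminescence with SteadyLite reagent, 15 min at room temperature; evaluation: percent signal gain over controls, blank-subtracted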
S1P4 antag – human S1P4 receptor antagonism. S1P4-expressing cells, antagonist mode, reporter read-out. inhibition, % at 4.98 µM. 220,000 compounds, 0.26% hits. AID 1510; in the data active = inhibition above about 29%;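 also: 0% = wells stimulated with agonist and 100% = vehicle wells without agonist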
eIF4E-4G inh – inhibitors of eIF4E and eIF4G interaction in translation initiation | P63073+Q04637 | TR-FRET eIF4E-eIF4GI(517-606) binding, 2 h | inhibition, % at 21.7 µM | 220,000 compounds, 0.37% hits | AID 782;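 active = inhibition above about 30%, limit read from the data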;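 also: 0% = full FRET control wells and 100% = background wells lacking eIF4GI fragment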
NPY2 pot ag – potentiates or activates human NPY-Y2 receptor | activation, % at 3.6 µM | P49146 | cells expressing NPY-Y2, potentiator/agonist read-out | 220,000 compounds, 0.45% hits | AID 1359; in the data active = activation above about 27%;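 also: cells stimulated with NPY near EC25 plus isoproterenol at EC100; 0% = vehicle plus submaximal agonist and 100% = vehicle plus saturating agonist; some results beyond the cut were filed as inactive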
Wee1 degr inh – human Wee1 degradation inhibition, primary screen; 220,000 compounds, 1.2% hits; reporter increase, % at 5 µM; P30291; HeLa Luc-Wee1K328M stability, luciferase luminescence; 100% = proteasome inhibitor MG132 effect;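 active = activation above the mean of all tested compounds plus 3 SD, set per screening run, cut at about 8.8% in these data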;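 also: cells exposed to compound for 20 h before luminescence read; 0% = DMSO alone and 100% = MG132 at 30 µM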
Target sequence (P30291 whole entry K328M): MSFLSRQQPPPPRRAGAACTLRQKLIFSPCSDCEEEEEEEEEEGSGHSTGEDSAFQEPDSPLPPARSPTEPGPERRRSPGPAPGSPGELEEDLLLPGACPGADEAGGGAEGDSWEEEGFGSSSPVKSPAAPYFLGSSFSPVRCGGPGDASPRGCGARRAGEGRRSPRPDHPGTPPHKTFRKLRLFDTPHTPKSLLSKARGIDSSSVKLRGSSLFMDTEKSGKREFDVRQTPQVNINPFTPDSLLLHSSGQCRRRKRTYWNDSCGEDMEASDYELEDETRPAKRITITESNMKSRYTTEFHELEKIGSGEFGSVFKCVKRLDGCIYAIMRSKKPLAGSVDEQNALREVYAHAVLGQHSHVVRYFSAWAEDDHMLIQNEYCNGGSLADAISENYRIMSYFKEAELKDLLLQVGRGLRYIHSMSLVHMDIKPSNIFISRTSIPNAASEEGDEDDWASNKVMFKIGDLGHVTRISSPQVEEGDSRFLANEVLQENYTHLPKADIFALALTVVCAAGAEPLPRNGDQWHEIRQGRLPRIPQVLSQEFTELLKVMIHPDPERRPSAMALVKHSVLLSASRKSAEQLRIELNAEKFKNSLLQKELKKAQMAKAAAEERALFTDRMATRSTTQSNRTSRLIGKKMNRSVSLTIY
S1P4 agonist – agonists of human S1P4 receptor. O95977. S1P4-expressing cell line, agonist reporter assay. activation, % at 4.98 µM. 220,000 compounds, 0.35% hits; in the data active = activation above about 11%;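 also: 0% = DMSO vehicle and 100% = reference agonist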
Ba/F3 V617F tox – reduce viability of Ba/F3 cells dependent on JAK2V617F. Ba/F3 EpoR-JAK2V617F viability, ATP luminescence. inhibition, % at 5.6 µM. 220,000 compounds, 1.1% hits. AID 1446;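 active = inhibition above the campaign mean plus 3 SD over all tested compounds, cut at about 24% in these data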;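 also: cytokine-independent growth of Ba/F3 cells driven by EpoR plus mutant JAK2; 0% = DMSO-treated cells and 100% = JAK inhibitor I control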
BaF3 parental – counter-screen for JAK2V617F inhibitors: parental Ba/F3 viability inhibitors; CellTiter-Glo ATP luminescence; inhibition, % at 5.6 µM; 220,000 compounds, 1.1% hits;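 active = inhibition above a per-campaign cutoff, the mean inhibition of all tested compounds plus 3 SD, cut at about 27% in these data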;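 also: 0% = DMSO wells and 100% = JAK Inhibitor I control wells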
The depositor's hits bear a star; nt = no result given; [ ] = dose if it differs, or a comment.

SMILES	PERK inh	Mdm2 ligase inh	S1P4 antag	eIF4E-4G inh	NPY2 pot ag	Wee1 degr inh	S1P4 agonist	Ba/F3 V617F tox	BaF3 parental
CCN(Cc1nc2ccccc2c(=O)[nH]1)Cc1cc(=O)oc2cc(C)c(C)cc12	-1.2	nt	-11.0	nt	0.6	-1.6	-0.3	2.5	3.0
c1ccc(Cc2nnc3sc(-c4ccccn4)nn23)cc1	-0.2	-1.9	-10.9	-13.6	-2.6	1.6	0.1	-3.4	0.5
COc1cc(-c2nc3ccc(N4CCN(C)CC4)cc3[nH]2)cc(OC)c1OC	1.6	6.0	-30.1	5.9	8.9	-0.6	0.0	-1.3	-6.1
O=c1oc2ccccc2cc1-c1cn(-c2ccccc2)c(=S)[nH]1	-0.4	-73.5	-10.9	-0.8[fluorescence artefact?]	-4.8	-3.6	0.2	35.7*	19.6
C/C(=N\NC(=O)CSc1nc(C)cc(C)n1)c1cccc([N+](=O)[O-])c1	0.6	-5.7	-11.0	-4.2	0.6	-1.0	-1.1	4.1	4.9
COC(=O)c1ccccc1NC1=C/C(=N\S(=O)(=O)c2cccs2)c2ccccc2C1=O	-0.3	-3.7	-4.3	nt	8.9	0.9	0.3	-1.9	5.8
O=S(=O)(c1ccccc1)N1N=C(c2ccccc2)CC1c1ccccc1 (stereo not drawn)	-0.8	-17.9	-8.3	-3.5	-13.9	-1.3	0.4	3.8	6.3
CC1CCc2nc(N)c(C#N)c(-c3ccncc3)c2C1 (stereo not drawn)	-0.7	-27.0	-4.1	nt	0.8	-1.1	0.1	0.7	7.3
CCCn1nc(NC(=O)C2CCCO2)c2cc3cc(C)ccc3nc21 (stereo not drawn)	-2.1	-11.7	-10.7	-6.2	-19.7	2.6	4.6	11.2	8.2
Cc1ccc(N=C2NC(=O)/C(=C\c3ccc(C)s3)S2)cc1	0.4	11.6	-10.5	1.7	8.2	2.9	3.3	-3.3	8.4
COc1cc(C(=O)NC(=S)Nc2ccc3c(c2)C(=O)N(C)C3=O)cc(OC)c1OC	1.4	-0.6	-9.7	9.1	-0.7	-3.5	0.5	-2.6	-2.3
CSc1nc(C)c(C(=O)C[n+]2ccc(C)cc2)cc1C#N	0.4	-4.9	-0.4	7.6	6.0	1.7	-0.1	0.8	2.9
Cc1ccc(-c2nnc3c4ccccc4c(C)nn23)cc1S(=O)(=O)N1CCN(C)CC1	-1.1	nt	-3.3	nt	-11.7	-2.0	0.7	0.3	4.2
O=C(c1ccccc1)N1CCCOC1c1ccccc1 (stereo not drawn)	1.4	-0.8	-24.9	7.3	3.9	-3.9	2.5	4.9	5.4
O=C(CSc1cccs1)Nc1ccc2ccccc2c1	0.2	-25.2	5.4	9.4	-1.2	1.5	-0.1	-1.9	-0.4

3 compounds from above, sorted by length of the SMILES, smallest number first:
SMILES	PERK inh	Mdm2 ligase inh	S1P4 antag	eIF4E-4G inh	NPY2 pot ag	Wee1 degr inh	S1P4 agonist	Ba/F3 V617F tox	BaF3 parental
O=C(CSc1cccs1)Nc1ccc2ccccc2c1	0.2	-25.2	5.4	9.4	-1.2	1.5	-0.1	-1.9	-0.4
CC1CCc2nc(N)c(C#N)c(-c3ccncc3)c2C1 (stereo not drawn)	-0.7	-27.0	-4.1	nt	0.8	-1.1	0.1	0.7	7.3
CCN(Cc1nc2ccccc2c(=O)[nH]1)Cc1cc(=O)oc2cc(C)c(C)cc12	-1.2	nt	-11.0	nt	0.6	-1.6	-0.3	2.5	3.0

(next part)
SMILES	PERK inh	Mdm2 ligase inh	S1P4 antag	eIF4E-4G inh	NPY2 pot ag	Wee1 degr inh	S1P4 agonist	Ba/F3 V617F tox	BaF3 parental
O=C(c1cccc(F)c1F)N1CCCC1	1.5	6.2	-11.8	8.2	-2.6	0.5	1.1	-1.2	5.1
CCOC(=O)c1c(NC(=O)CN2C(=O)c3ccccc3C2=O)sc(Cc2ccc3c(c2)OCO3)c1C	1.5	nt	1.2	3.9[fluorescence artefact?]	10.8	-1.7	2.0	-3.4	-0.9
c1ccc2oc(-c3ccn[nH]3)cc2c1	1.3	-16.9	4.2	3.9	10.7	5.3	0.1	-4.5	0.0
O=C(NNC(=S)Nc1cccc(Cl)c1)c1ccccc1OC(F)F	0.8	-3.7	14.7	-7.0	-11.3	-0.3	0.4	5.9	7.8
CC(=O)N1N=C2/C(=C/c3ccccc3)CCCC2C1c1ccccc1 (stereo not drawn)	0.0	-14.3	-36.1	2.8	2.2	-2.7	-0.2	-5.0	0.4
CCN(CC)S(=O)(=O)c1ccc2c3c(cccc13)C(=O)N2	0.4	-6.5	-3.9	-6.2[fluorescence artefact?]	0.7	3.9	0.6	1.1	10.6
CC(C)OC(=O)CSc1nnc2n1C(C)(C)Cc1ccccc1-2	-0.7	-7.0	3.3	nt	-7.0	0.7	-1.5	1.9	1.7
Cc1ccc(C(=O)NNC(=O)Cc2cccs2)cc1	0.8	-4.5	-9.1	1.0	-0.3	-3.6	1.9	1.1	7.2
Cc1cnc(NC(=O)c2sc(Nc3ccccc3)nc2N)o1	-0.6	-4.9	-10.1	-4.4	-9.8	-2.0	1.1	-0.1	3.1
COc1ccc(NC(=S)NC2CCCCC2)cn1	0.1	-25.8	-13.7	-1.7	6.8	0.4	-1.0	-3.1	-2.7
O=C1C(Cc2ccccc2)NC(=S)N1c1ccccc1 (stereo not drawn)	1.4	0.8	6.1	3.3	11.9	-2.0	-4.8	-4.5	-1.8
COc1ccc(Cc2nnc(NC(=O)c3cccc(C)c3)s2)cc1	-0.3	6.2	2.1	2.0	9.5	-3.4	4.6	-2.7	2.0
CN1C(=O)S/C(=C/c2cccn2-c2cccc(C(=O)O)c2)C1=O	2.0	2.2	-4.1	-0.3	-5.9	-1.7	0.4	1.3	4.9
Cc1cc2ccccc2n1CCNC(=O)c1cccs1	1.5	-20.2	14.1	5.8	-2.3	-1.0	-1.1	-4.2	5.2
COc1ccc(OCCNC(=O)Nc2cc(F)c(F)cc2Cl)cc1	-1.0	9.3	6.7	2.3	-6.7	-0.3	-0.4	0.4	-1.4
Cn1c(=S)ccc2ccccc21	-0.8	-15.5	-17.3	-0.1	-6.9	-1.5	1.7	2.2	2.9
Cc1cc(NC(=O)COC(=O)c2oc3c(ccc4ccccc43)c2C)no1	0.4	-3.0	-19.8	1.1	-5.2	-0.8	3.1	-0.8	1.8
O=c1c(/C=N/O)coc2ccc3ccccc3c12	1.0	-9.4	-1.7	-2.4	8.4	0.2	0.1	-2.1	6.5
Cc1ccccc1CNC(=O)c1ccc(CSCc2ccccc2)cc1	-0.1	-32.5	4.6	-12.7	-9.1	-2.7	0.7	1.7	9.3
CCN(CC)c1ccc(/C=N/NC(=O)c2cccc(S(=O)(=O)N3CCOCC3)c2)c(O)c1	0.2	-9.7	11.8	-12.4	4.5	-3.4	2.3	-0.3	1.9
CC(C)CN(C(=O)CN1CCC(C)CC1)c1c(N)n(CC(C)C)c(=O)[nH]c1=O	-0.3	-15.3	-17.4	-0.5	17.1	1.0	0.5	-3.8	0.7
CN1CCN(C(=O)/C(=C/c2cccs2)NC(=O)c2ccco2)CC1	1.4	-50.7	11.1	1.0	-6.6	1.9	-0.5	1.7	1.1
CCCOc1ccc(Cc2nc(N)nc(N)n2)cc1	1.2	-15.1	12.4	3.0[fluorescence artefact?]	-6.6	-1.6	-0.9	39.8*	11.8
Clc1ccc(-c2nnc(-c3ccccc3)nc2N2CCSCC2)cc1	0.8	-12.2	18.0	1.4	-7.6	0.4	-4.1	-1.8	1.6
O=C(/C=C/c1ccc([N+](=O)[O-])cc1)OCC(=O)N1c2ccccc2Sc2ccccc21	0.7	-0.2	-8.5	-0.8	-1.1	-2.1	0.3	-2.6	0.7
Cc1ccc(S(=O)(=O)n2[nH]c(=O)c(CCO)c2C)cc1	1.9	-19.0	-25.2	0.5	-4.9	9.0*	2.0	0.4	8.4
CCCCNC(=O)Nc1nc2ccc(CC)cc2s1	-0.2	-16.4	-0.2	2.2	1.4	1.3	-0.1	-2.5	-0.1
CN(C)S(=O)(=O)c1ccc2nc(NC(=O)c3cccnc3)sc2c1	0.8	-22.1	-10.1	-9.1[fluorescence artefact?]	-13.4	0.4	1.1	-1.2	3.8
O=C(Nc1ccccc1N1CCOCC1)c1ccc2ccccc2n1	-0.7	5.6	-10.6	2.8	-2.7	6.5	0.5	1.0	3.5
O=C(O)COCC(=O)Nc1ccc(-n2cnnn2)cc1	0.0	-3.6	-6.2	-2.1	4.7	4.0	0.9	-2.2	4.8
COc1cc(NC(=O)/C=C/c2ccccc2[N+](=O)[O-])cc(OC)c1	-0.1	-11.9	-20.7	5.8	-2.4	-1.2	1.6	2.1	10.7
Cc1cc(N2CCOCC2)c(F)cc1C(=O)c1ccccc1	0.1	-20.8	5.3	-0.6	-0.6	-2.9	1.4	-1.1	0.4
CCc1ccccc1NC(=O)CCN1C(=O)c2ccccc2C1=O	-0.4	-8.3	3.9	2.0	-0.1	1.6	-1.6	-2.6	0.0
Cc1nn(CCc2n[nH]c(=S)n2-c2ccc(F)cc2)c(C)c1[N+](=O)[O-]	0.8	-2.5	5.5	-6.4	-22.4	-1.3	0.8	6.5	6.6
CC1=NNC(=O)C1CCC(=O)N/N=C/C=C/c1ccccc1 (stereo not drawn)	1.6	-3.2	-8.0	2.2[fluorescence artefact?]	-4.3	-1.9	5.7	-2.7	4.8
C=CCn1c(SCc2c(C(=O)OC)sc(N)c2C(=O)OC)nnc1-c1ccc(Cl)cc1	-0.6	-7.8	-11.8	5.6[fluorescence artefact?]	-2.2	0.2	-0.3	1.2	4.3
COC(=O)c1ccccc1OCCOCCOc1cccc2ccc(C)nc12	1.0	-4.1	1.8	-7.4	1.6	0.2	1.7	-1.7	0.9
COc1cc(CN2CCN(c3ccc(C)cc3)CC2)cc([N+](=O)[O-])c1O	-0.6	-23.2	-5.1	-2.7	-1.3	-1.9	1.0	2.8	2.0
COC(=O)C(C)Sc1nnc(Cc2cc(=O)[nH]c(=O)[nH]2)n1-c1ccc(Cl)cc1 (stereo not drawn)	0.3	-15.1	-25.9	4.3[fluorescence artefact?]	-2.1	3.7	2.3	1.6	5.2
Cc1ccc2[nH]c3c(c2c1)CCc1cn[nH]c1-3	-0.6	10.3	-2.6	0.7[fluorescence artefact?]	16.6	1.8	1.5	4.9	3.1
CCOc1ccc(C(Nc2ccc(C)cc2)P2(=O)OCCCO2)cc1 (stereo not drawn)	0.8	-19.1	17.1	-1.1	3.7	3.2	1.9	-2.5	4.5
COCCn1c(C)cc(C2=NNC(=Nc3ccccc3)SC2)c1C	-0.6	-3.8	-5.1	5.9	-17.6	-1.7	-0.3	-1.0	-2.4
O=C(NCc1cccnc1)C(=O)NCC1OCCCN1S(=O)(=O)c1ccccc1 (stereo not drawn)	0.3	-7.1	-11.7	-13.7	-1.0	-3.0	0.1	3.2	8.0
CN(CC(=O)NCCN1CCN(Cc2ccccc2)CC1)S(=O)(=O)c1cccc2nsnc12	-0.6	0.8	-7.6	2.9	11.3	-0.2	0.2	-0.5	5.4
CC(C)Sc1nnc([C@H](C)NC(=O)OC(C)(C)C)o1	-0.8	-8.7	1.7	0.2	-0.7	3.0	0.5	0.8	4.2
COc1cc2c(cc1NC(=O)CSc1ccccn1)oc1ccccc12	0.1	2.9	-14.9	0.0	-7.7	-1.1	0.5	-2.8	-0.9
Cc1nnc2c3ccccc3c(-c3ccccc3)nn12	-0.5	nt	-15.8	nt	5.3	0.7	0.7	2.7	7.7

Compounds were not picked by outcome; overall some 4.1% were active at least once.
